# AMPAR-TARP mod: modulators of AMPA receptor GluA2-stargazin complexes | actives 3.5% (n = 40,000) | HEK293 GluA2+stargazin, membrane potential dye (FDSS), glutamate EC50; hits were called plate by plate, in both directions | calls only at 30 µM | O88602+P19491;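 active means any of four per-well response measures lying three or more SD from its plate-wide compound average, in either direction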
# Target sequence (O88602 whole entry, looked up): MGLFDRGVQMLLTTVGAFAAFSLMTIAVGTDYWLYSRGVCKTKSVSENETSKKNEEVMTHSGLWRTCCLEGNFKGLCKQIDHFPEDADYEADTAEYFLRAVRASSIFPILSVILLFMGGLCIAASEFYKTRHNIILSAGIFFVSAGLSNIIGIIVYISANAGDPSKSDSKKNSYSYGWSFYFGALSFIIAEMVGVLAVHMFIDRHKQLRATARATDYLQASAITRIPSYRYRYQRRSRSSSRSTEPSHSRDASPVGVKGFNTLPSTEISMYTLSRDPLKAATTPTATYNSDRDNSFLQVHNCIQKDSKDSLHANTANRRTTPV
# Target sequence (P19491 whole entry, looked up): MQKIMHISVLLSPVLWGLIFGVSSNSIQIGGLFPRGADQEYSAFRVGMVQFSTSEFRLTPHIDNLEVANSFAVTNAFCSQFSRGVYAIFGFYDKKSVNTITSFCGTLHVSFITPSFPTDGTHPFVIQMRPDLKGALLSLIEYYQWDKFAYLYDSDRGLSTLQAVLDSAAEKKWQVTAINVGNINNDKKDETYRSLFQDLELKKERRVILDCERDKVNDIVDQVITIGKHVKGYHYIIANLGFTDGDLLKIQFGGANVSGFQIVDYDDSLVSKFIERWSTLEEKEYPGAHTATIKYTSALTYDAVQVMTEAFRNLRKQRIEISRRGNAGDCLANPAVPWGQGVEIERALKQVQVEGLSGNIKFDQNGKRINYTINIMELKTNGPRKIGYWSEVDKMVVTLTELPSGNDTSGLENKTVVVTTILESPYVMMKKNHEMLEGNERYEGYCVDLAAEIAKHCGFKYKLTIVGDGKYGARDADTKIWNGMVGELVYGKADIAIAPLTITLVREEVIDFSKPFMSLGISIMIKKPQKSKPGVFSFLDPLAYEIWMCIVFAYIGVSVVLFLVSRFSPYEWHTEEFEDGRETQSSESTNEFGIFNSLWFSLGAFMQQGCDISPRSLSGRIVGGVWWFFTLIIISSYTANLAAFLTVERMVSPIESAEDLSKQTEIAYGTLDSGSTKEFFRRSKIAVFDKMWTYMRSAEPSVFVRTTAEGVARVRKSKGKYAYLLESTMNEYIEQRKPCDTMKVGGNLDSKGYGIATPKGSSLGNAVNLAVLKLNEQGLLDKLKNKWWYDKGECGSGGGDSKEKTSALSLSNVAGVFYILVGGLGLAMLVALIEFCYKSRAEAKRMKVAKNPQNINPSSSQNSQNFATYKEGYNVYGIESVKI
# AMPAR-TARP mod agonism max-min: recorded beside AMPAR-TARP mod, whose call it bears; compound max-min signal; compound-alone response (agonism);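 unitless range of fluorescence divided by baseline over first 100 seconds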
# AMPAR-TARP mod glutamate slope: recorded beside AMPAR-TARP mod, whose call it bears; glutamate slope, % of max; measured here: glutamate response slope, % max;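 scaled per plate between vehicle wells and maximal 1 mM glutamate control wells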
# * = called active by the depositor; i = inactive; + = active, no number; & = joins results of further samples. Only part of the results is shown. The share of hits here may be higher or lower than overall.
SMILES,AMPAR-TARP mod,AMPAR-TARP mod agonism max-min,AMPAR-TARP mod glutamate slope
Cc1ccc(-c2csc(NC(=O)CN3C(=O)c4ccccc4C3=O)n2)c(C)c1,i,0.114,77.0
O=C(NCCCN1CCOCC1)C(=O)c1cn(CC(=O)N2CCOCC2)c2ccccc12,i,0.106,51.7
COc1ccc(OC)c(C(=O)CSc2nccn(-c3ccc(Cl)cc3)c2=O)c1,i,0.0911,52.9
COc1ccc(NC(=O)C(=O)NCCC(c2ccccc2)c2ccccc2)cc1,i,0.111,57.0
COc1ccc(N2CCN(CCCn3c(C)cn4c5c(=O)n(C)c(=O)n(C)c5nc34)CC2)cc1,i,0.117,27.8
Cc1ccc(C)c2sc(N(CCN3CCOCC3)C(=O)c3ccc(C#N)cc3)nc12,i,0.106,61.6
CSc1nn(CC(=O)Nc2ccc3c(c2)OCCO3)c(N)c1-c1nc(-c2ccccc2)no1,i,0.0759,64.9
COc1ccc(S(=O)(=O)Nc2nc(C(=O)N3CCCCC3)cs2)cc1,i,0.0523,38.5
CCOc1ccc(S(=O)(=O)N2C(C)CCCC2C)c2ccccc12 (configuration not stated),i,0.0447,52.9
Cc1cc(C(=O)Nc2nc3c(s2)CN(C)CC3)no1,i,0.0675,45.0
Cc1cc(Cl)ccc1OC(C)C(=O)Nc1ccccc1 (configuration not stated),i,0.0714,60.7
CCC(C)NC(=O)c1ccc2c(=O)n(C(C)C)c3nn(C)c(=O)n3c2c1 (configuration not stated),i,0.122,56.1
COC(=O)c1ccc(CN2CCC(c3nnc(-c4ccco4)s3)CC2)cc1,i,0.0867,56.5
Cc1cc(C(=O)NCC2CCN(C(=O)c3cc4ccccc4o3)CC2)c(C)o1,i,0.0302,37.9
CCOC(=O)Cn1c(=O)c2c(nc3n(-c4ccccc4OC)c(C)c(C)n23)n(C)c1=O,i,0.108,73.2
Cc1ccc(NC(=S)N2CCN(c3ncccn3)CC2)c(C)c1,i,0.0471,44.5
COC(=O)c1ccc(S(=O)(=O)N2CCC(Cn3ccnc3C)CC2)cc1,i,0.124,68.7
CCOCCn1c(-n2nc(C)cc2C)nc2c1c(=O)n(C)c(=O)n2C,i,0.0745,4.4
COc1cc(NC(=O)c2cc(-c3ccc4c(c3)OCO4)nc3ccccc23)c(OC)cc1Cl,i,0.0624,10.2
O=C(Nn1cnc2c(cnn2-c2ccccc2)c1=O)c1cc2ccccc2o1,i,0.0682,75.9
Cc1cccc(Cn2c(=O)c3nscc3n(CC(=O)NCc3ccco3)c2=O)c1,i,0.101,55.4
COc1ccc(NC(=O)CC2SC(=O)N(CC(=O)c3ccccc3)C2=O)cc1 (configuration not stated),i,0.0862&0.0421,31.0&80.4
CC(C)c1nnc(C2CCN(C(=O)Nc3cccs3)CC2)o1,i,0.0625,64.6
CN(c1ccsc1C(=O)Nc1cccc(OC(F)(F)F)c1)S(=O)(=O)c1ccccc1,i,0.11&0.0767,40.0&88.4
O=C1c2ccccc2C(=O)N1CCS(=O)(=O)N1CCN(c2ccccc2)CC1,i,0.0985,52.5
CN1CCN(c2nc3c(c(=O)[nH]c(=O)n3C)n2CCOc2ccccc2)CC1,i,0.177,66.2
NC(=O)c1ccccc1NC(=O)C1CN(c2nc3c(F)cccc3s2)C1,i,0.0859,58.0
CC(=O)Nc1ccc(NC(=O)C(=O)NCCCN2CCCC2=O)cc1,i,0.0433,53.9
CCN1CCc2c(sc(NC(=O)CN3C(=O)CCC3=O)c2-c2nc3ccccc3s2)C1,i,0.119,35.6
COc1cc(-c2nnc(NC(=O)Cc3ccc(SC)cc3)o2)cc(OC)c1OC,i,0.0922,45.9

# Arranged by SMILES length (lowest first): part of the list above.
SMILES,AMPAR-TARP mod,AMPAR-TARP mod agonism max-min,AMPAR-TARP mod glutamate slope
Cc1cc(Cl)ccc1OC(C)C(=O)Nc1ccccc1 (configuration not stated),i,0.0714,60.7
CCN1CCc2c(sc(NC(=O)CN3C(=O)CCC3=O)c2-c2nc3ccccc3s2)C1,i,0.119,35.6
CCOC(=O)Cn1c(=O)c2c(nc3n(-c4ccccc4OC)c(C)c(C)n23)n(C)c1=O,i,0.108,73.2

# Next compounds:
SMILES,AMPAR-TARP mod,AMPAR-TARP mod agonism max-min,AMPAR-TARP mod glutamate slope
Cc1ccc(NS(=O)(=O)c2cccc(C)c2)cc1,i,0.0992,61.9
COc1ccc(NS(=O)(=O)c2cccc(C)c2)cc1N1CCCCC1=O,i,0.0507,39.7
COc1c(C)cc(S(=O)(=O)Nc2ccc(CC(=O)NC3CC3)cc2)cc1C,i,0.0502,33.3
CCCOc1ccc(S(=O)(=O)Nc2ccc3c(c2)CCCN3S(=O)(=O)CC)cc1,i,0.05,45.4
CC(=O)n1nc(-c2ccc(Cl)cc2)nc1N,i,0.0633,58.5
O=C(NCc1ccc(Cl)cc1)C(=O)NCC1CCN(C(=O)c2cccnc2)CC1,i,0.07,56.7
CCC(C)(C)OCC(O)CN1CCc2cc(OC)c(OC)cc2C1 (configuration not stated),i,0.148,52.4
COc1cccc(-n2c(C)cn3c4c(=O)n(CCN5CCCCC5)c(=O)n(C)c4nc23)c1,i,0.0735,31.4
Cc1ccc(NC(=O)NCCn2nc(-c3ccccc3)n(C)c2=O)cc1C,i,0.182,68.2
O=C(Cn1cc(-c2nc(-c3cccs3)no2)ccc1=O)NC1CCCCC1,i,0.115,53.9
Cn1cccc1C(CNC(=O)c1ccc(C(C)(C)C)cc1)N1CCCC1 (configuration not stated),i,0.0567,50.8
C/C=C/COC(=O)C1=C(C)NC(=O)NC1c1ccc(OC)cc1 (configuration not stated),i,0.101,72.8
CCOc1ccc(S(=O)(=O)Nc2ccccc2C(=O)O)cc1,i,0.0946,57.9
CS(=O)(=O)N1CCC(CNC(=O)NCCc2ccccc2)CC1,i,0.069,59.4
NC(=O)C1Cc2ccccc2N1C(=O)CSCc1ccccc1 (configuration not stated),i,0.111,64.1
O=C(NCC(O)Cc1ccccc1)c1c(F)cccc1F (configuration not stated),i,0.0848,82.6
CSc1ccccc1CN1CCC(CNC(=O)C(=O)Nc2ccc(OC(F)(F)F)cc2)CC1,i,0.0975,66.5
CC(=O)Nc1ccc(NC(=O)CCCn2nc(-c3ccc(Cl)cc3)ccc2=O)cc1,i,0.055,33.1
CS(=O)(=O)c1ccc(CC(=O)Nc2nc3ccc(S(C)(=O)=O)cc3s2)cc1,i,0.0836,58.3
CC(C)N1CCc2c(sc(NC(=O)c3cc4ccccc4o3)c2-c2nc3ccccc3s2)C1,i,0.0778,32.6
NC(=O)C1Cc2ccccc2N1C(=O)Cc1ccccc1 (configuration not stated),i,0.104,57.4
COCCOC(=O)C1=C(C)NC(=O)NC1c1ccc(C)cc1 (configuration not stated),i,0.105,64.7
COc1ccc(S(N)(=O)=O)cc1N(C)S(=O)(=O)c1ccccc1,i,0.0535,50.3
COc1ccc(-c2csc(CN3CCN(C(=O)c4ccc(F)cc4F)CC3)n2)cc1,i,0.118,52.7
CCNc1nn(CC(=O)Nc2ccc(C)c(C)c2)c(N)c1-c1nc(-c2ccccc2C)no1,i,0.0928,56.0
CCc1ccc(S(=O)(=O)Nc2ccc(Nc3cc(-n4ccnc4)nc(C)n3)cc2)cc1,i,0.121,50.9
COCCn1c(=NC(=O)c2ccn(C)n2)sc2cc(SC)ccc21,i,0.122,63.9
O=C1OC2CC1N(C(=O)Cn1c(=O)oc3ccccc31)C2 (configuration not stated),i,0.164,60.6
Cc1ccc(Cn2c(=O)c3c(nc4n(-c5ccccc5O)c(C)c(C)n34)n(C)c2=O)cc1,i,0.0761,35.2
CC(=O)N1CCc2c(sc(N)c2-c2nc3ccccc3s2)C1,i,0.175,70.9
CCn1nnc2c(N3CCC(Cc4ccccc4)CC3)ncnc21,i,0.0657,65.2
CCOc1ccc(NS(=O)(=O)c2ccsc2C(=O)OC)cc1,i,0.111,74.3
Cc1cc(C(C)(C)C)cc(C)c1CC1=NCCN1C(=O)c1cccs1,i,0.136,66.4
O=C(NCC1COC2(CCCCC2)O1)c1ccc(Cl)c([N+](=O)[O-])c1 (configuration not stated),i,0.119,94.4
Cc1cc(C(=O)NCC(C)(O)c2ccc3c(c2)OCO3)c(C)o1 (configuration not stated),i,0.108,57.0
COc1ccc(-c2cc(CC(=O)Nc3cccc(Cl)c3C)no2)cc1OC,i,0.0706,46.4
CCCc1c(C(=O)NC2CCCCC2)nnn1-c1ccccc1,+,0.108*,33.4*
COc1ccccc1NC(=O)C1CCCN(S(C)(=O)=O)C1 (configuration not stated),i,0.104,37.6
CC1=C(C(=O)OC(C)C)C(c2cccc([N+](=O)[O-])c2)NC(=O)N1 (configuration not stated),i,0.102,100.0
CC(Oc1ccc2c(c1)OCO2)C(=O)Nc1cccc(-c2nc3cccnc3s2)c1 (configuration not stated),i,0.106,59.9
Cc1ccc(N2CC(c3nc(-c4ccccc4)no3)CC2=O)cc1 (configuration not stated),i,0.0766,65.5
Cc1nnc2ccc(OCCNS(=O)(=O)c3ccc4c(c3)OCCO4)nn12,i,0.0834,26.0
O=c1ccc(-c2nc(-c3cnccn3)no2)cn1Cc1cc(=O)n2ccccc2n1,i,0.135,55.0
NC(=O)CN(CC(O)Cn1c2ccccc2c2ccccc21)S(=O)(=O)c1ccc(Cl)cc1 (configuration not stated),i,0.133,67.1
CCOC(=O)C1CCCN(C(=O)C2CN(C(=O)c3c[nH]c4ccccc34)C2)C1 (configuration not stated),i,0.0979,52.1
Cn1c(=O)c2c(nc(N3CCCC3)n2CC(O)COc2ccc(Cl)cc2Cl)n(C)c1=O (configuration not stated),i,0.0903,31.7
COc1cccc(-c2noc(CSc3nc4cc5c(cc4c(=O)n3Cc3ccco3)OCO5)n2)c1,i,0.0851,50.4
CCOc1ccc(OCC(=O)N2CCN(c3nccn3CC)CC2)cc1,i,0.101,62.9
COc1cc2c(cc1OC)CN(CCC(=O)O)CC2,i,0.0361,35.5
COC(=O)c1ccc(C(=O)OC)c(NC(=O)C(C)N2C(=O)c3ccccc3S2(=O)=O)c1 (configuration not stated),i,0.1,62.4

# Later entries
SMILES,AMPAR-TARP mod,AMPAR-TARP mod agonism max-min,AMPAR-TARP mod glutamate slope
COc1ccc(C(=O)/C=C/c2ccc(C(=O)O)cc2)c(OC)c1,i,0.126,48.8
Cn1c(-c2ccccn2)nn(CCNC(=O)Nc2ccccc2)c1=O,i,0.114,49.5
Cc1cccc(S(=O)(=O)NCCOc2ccc(-c3ccccc3)nn2)c1,i,0.0365,56.5
COc1cc(C)c(C)cc1S(=O)(=O)NCC(O)(c1ccccc1)C1CC1 (configuration not stated),i,0.112,42.0
COc1ccc(S(=O)(=O)Nc2ccc(OC)c(N3CCCC3=O)c2)cc1OC,i,0.0928,51.1
COC(=O)c1sccc1S(=O)(=O)Nc1cc(F)ccc1F,i,0.109,54.4
COc1ccc2nc(-c3ccc(C)c(NS(=O)(=O)c4ccccc4F)c3)cn2n1,i,0.0973,51.0
Cn1ccc(C(=O)Nc2nnc(-c3ccc(F)cc3)o2)n1,i,0.137,45.3
COCCNC(=O)c1ccc(NS(=O)(=O)c2cc(C)ccc2C)cc1,i,0.0855,52.8
Cc1ccc(NC(=O)N2CCN(S(=O)(=O)C3CC3)CC2)cc1C,i,0.103,67.6
O=C(COc1ccc(Cl)cc1)NCC(c1cccs1)N1CCOCC1 (configuration not stated),i,0.0491,63.0
COc1cc(/C=C/C(=O)c2cc(Cl)ccc2O)cc(OC)c1OC,i,0.0646,46.5
CCOc1ccc(-c2cc(=O)n(CC(=O)NCc3csc(-c4ccccc4)n3)cn2)cc1,i,0.0937,67.6
O=C(O)C1CC(O)CN1S(=O)(=O)c1ccc(Cl)cc1 (configuration not stated),i,0.0439,29.6
COc1cc(OC)cc(-c2nnc(NC(=O)Cc3cccc4ccccc34)o2)c1,i,0.0587,49.2
COc1ccc2sc(N(CCN3CCOCC3)C(=O)c3ccc([N+](=O)[O-])o3)nc2c1,i,0.159,71.2
CC(=O)Oc1ccc2c(=O)c(Oc3ccc(I)cc3)coc2c1,i,0.104,61.8
Cc1ccc(NC(=O)C(=O)NCC2CCN(c3cnccn3)CC2)cc1Cl,i,0.0993,60.2
Cn1ccnc1SCc1cc(=O)c(OC(=O)CC2CCCCC2)co1,i,0.0514,67.8
CNS(=O)(=O)c1ccc(C(=O)Nc2nccs2)o1,i,0.104,59.7
COc1ccc(-c2noc(-c3ccc(=O)n(CC(=O)NCc4ccc(SC)cc4)c3)n2)cc1,i,0.0993&0.0414,47.4&99.6
CC(=O)N1CCN(c2ccnc3c2c(=O)n(CC(=O)Nc2cc(C)on2)c(=O)n3C)CC1,i,0.0972,79.2
Cc1ccc(-n2nnc3c(N4CCN(C(=O)Cc5cccc(C)c5)CC4)ncnc32)cc1,i,0.0253,55.6
Cc1cc(C(=O)Nc2nn(C)c3c2C(c2ccco2)CC(=O)N3)c(C)o1 (configuration not stated),i,0.127,67.0
CCOc1ccc(C(=O)Nc2ccc3c(c2)CCCN3C(=O)CC)cc1OCC,i,0.114,65.4
Cc1nc(NCCNC(=O)CCCc2ccccc2)cc(-n2ccnc2C)n1,i,0.0748,42.5
COc1cc(OC)cc(-c2noc(CSc3nc4ccccc4c(=O)n3Cc3ccco3)n2)c1,i,0.0908,59.8

# Entries above that contain a COOH group:
SMILES,AMPAR-TARP mod,AMPAR-TARP mod agonism max-min,AMPAR-TARP mod glutamate slope
CCOc1ccc(S(=O)(=O)Nc2ccccc2C(=O)O)cc1,i,0.0946,57.9
COc1cc2c(cc1OC)CN(CCC(=O)O)CC2,i,0.0361,35.5
COc1ccc(C(=O)/C=C/c2ccc(C(=O)O)cc2)c(OC)c1,i,0.126,48.8
O=C(O)C1CC(O)CN1S(=O)(=O)c1ccc(Cl)cc1 (configuration not stated),i,0.0439,29.6
